# ATXN2 expr inh: ATXN2 expression inhibition. HEK-293 ATXN2-luciferase reporter, luminescence, 24 h. Potency, µM (highest dose often 57 µM), for the others: at the top dose activity change, negative = inhibition, usual class: inhibitors. 0.72% of 360,000 active. AID 1745845; further: potency means the concentration at half of the fitted maximal effect; on the % scale 0 is the no-effect control and ±100 the full control effect; nearly all actives have a fitted effect of over 55% in size
#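 qHTS (up to 57 uM final) was run with 24 h compound exposure of reporter cells at 37 °C. Each well was multiplexed: SteadyGlo luminescence measured ATXN2-luciferase expression after a fluorogenic Gly-Phe-AFC viability readout (25 uM final).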
# KB-V1 cytotox: KB-V1 MDR subline cytotoxicity | KB-V1 MDR cells viability, CellTiter-Glo, 72 h | Potency, µM (top dose mostly 46.1 µM), for inactives: top-dose activity change, negative = cytotoxicity, usual class: cytotoxic | 3.4% of 400,000 active | AID 1347076; further: potency means the concentration at half of the fitted maximal effect; on the % scale 0 is the no-effect control and ±100 the full control effect; nearly all actives have a fitted effect of over 60% in size
#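 Drug-selected KB-V1 cells, grown in DMEM lacking phenol red with 10% FBS, receive compound titrations; after three days at 37 degrees C, surviving cell ATP is quantified by CellTiter-Glo luminescence and responses normalized and curve-fitted.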
# SW480 rereplic: DNA re-replication induction in SW480 cells; SW480 DNA re-replication, Hoechst DNA content imaging, 48 h; Potency, µM (doses to about 46.1 µM), without a hit: at the highest dose re-replication activation, most hits filed as activators; 1.8% of 340,000 active; AID 624297; further: potency means the concentration at half of the fitted maximal effect; % of control where 0% means no effect; nearly all actives have a fitted effect of over 55% in size
#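 Cells (250 per well) received 23 nL compound or DMSO by pin tool and were kept 48 hr at 37 C, 5% CO2. Nuclei were then stained with Hoechst for 40 min and scanned for DNA content.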
# HT1080 IDH1KD tx: toxicity to HT-1080 IDH1 knockdown cells (counter line); HT-1080 IDH1 knockdown viability, ATP luminescence, 48 h; Potency, µM (titrated, usually from 46.1 µM), without a hit: at the highest dose activity, negative = toxicity, hits mostly cytotoxic; 2% of 360,000 active; AID 686971;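 further: potency means the concentration at half of the fitted maximal effect; 0% = DMSO wells and -100% = cell-free medium wells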
#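 Using the IDH1-knockdown HT-1080 line run in the same batch and compound series as the NT line, viability after 48 h at 37 °C was determined by CellTiter-Glo luminescence and expressed as % activity.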
# HT1080NT lethal: kills 2HG-producing HT-1080-NT fibrosarcoma cells; HT-1080-NT fibrosarcoma viability, CellTiter-Glo ATP luminescence, 48 h; Potency, µM (top dose mostly 46.1 µM), without a hit: top-dose activity, negative = less viability, hits mostly cytotoxic; 1.6% of 360,000 active;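 further: NT is the 2HG producing partner of a matched IDH1 knockdown line; potency means the concentration at half of the fitted maximal effect; 0% = DMSO-treated cells and -100% = media-only wells without cells; nearly all actives have a fitted effect of over 55% in size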
#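 Read-out is CellTiter-Glo luminescence after 10 minutes at room temperature, following 48 hours' compound treatment of HT-1080-NT cells (750 cells/well, RPMI, 5% FBS, 37 degrees C).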
# IL1B secr inh: inhibitors of inflammasome signaling (IL-1 beta secretion); AID 743279; THP-1 LPS/ATP IL-1B secretion, AlphaLISA, 16 h; hits give low values; activity change, % at 57.5 µM; 4.7% of 360,000 active; in the data active means activity change below about -50%; inconclusive means mostly about -30% to -49%; further: on the % scale 0 is the no-effect control and ±100 the full control effect
#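 THP-1 cells pretreated 1 hr with compounds (up to 57.5 uM final), then stimulated with LPS (250 ng/mL final) plus ATP (1.25 mM final); secreted IL-1B measured by AlphaLISA after 16 hr, decreased signal indicating inhibition.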
# KB-3-1 cytotox: kills parental KB-3-1 adenocarcinoma cells. 1.4% of 400,000 active. Potency, µM (titrated, usually from 46.1 µM), inactives show at the highest dose activity change, negative = cytotoxic, actives largely listed as cytotoxic. KB-3-1 viability, CellTiter-Glo ATP luminescence, 72 h; further: potency means the concentration at half of the fitted maximal effect; on the % scale 0 is the no-effect control and ±100 the full control effect; nearly all actives have a fitted effect of over 60% in size
#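 Cytotoxicity measured as CellTiter-Glo luminescence after 72 h at 37 C. Compound titrations were pinned onto drug-naive KB-3-1 parental adenocarcinoma cells grown in DMEM with 10% FBS, and normalized data fitted to concentration-response curves.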
# MCF10A rerep: induces DNA re-replication in MCF 10a normal breast cells; MCF 10A DNA re-replication, Hoechst nuclear intensity, 48 h; Potency, µM (highest dose often 46.1 µM), without a hit: at the top dose activity, positive = re-replication, actives largely listed as activators; 2.9% of 350,000 active; AID 624296; further: potency means the concentration at half of the fitted maximal effect; % of control where 0% means no effect; nearly all actives have a fitted effect of over 50% in size
# WRN helicase inh: WRN helicase (human) inhibition; AID 651768; WRN helicase unwinding, fluorescent forked duplex, kinetic; Potency, µM (doses to about 114 µM), without a hit: at the highest dose activity change, negative = inhibition, hits mostly inhibitors; 0.46% of 360,000 active; further: potency means the concentration at half of the fitted maximal effect; on the % scale 0 is the no-effect control and ±100 the full control effect; nearly all actives have a fitted effect of over 55% in size
# Target sequence (Q14191 whole entry, looked up): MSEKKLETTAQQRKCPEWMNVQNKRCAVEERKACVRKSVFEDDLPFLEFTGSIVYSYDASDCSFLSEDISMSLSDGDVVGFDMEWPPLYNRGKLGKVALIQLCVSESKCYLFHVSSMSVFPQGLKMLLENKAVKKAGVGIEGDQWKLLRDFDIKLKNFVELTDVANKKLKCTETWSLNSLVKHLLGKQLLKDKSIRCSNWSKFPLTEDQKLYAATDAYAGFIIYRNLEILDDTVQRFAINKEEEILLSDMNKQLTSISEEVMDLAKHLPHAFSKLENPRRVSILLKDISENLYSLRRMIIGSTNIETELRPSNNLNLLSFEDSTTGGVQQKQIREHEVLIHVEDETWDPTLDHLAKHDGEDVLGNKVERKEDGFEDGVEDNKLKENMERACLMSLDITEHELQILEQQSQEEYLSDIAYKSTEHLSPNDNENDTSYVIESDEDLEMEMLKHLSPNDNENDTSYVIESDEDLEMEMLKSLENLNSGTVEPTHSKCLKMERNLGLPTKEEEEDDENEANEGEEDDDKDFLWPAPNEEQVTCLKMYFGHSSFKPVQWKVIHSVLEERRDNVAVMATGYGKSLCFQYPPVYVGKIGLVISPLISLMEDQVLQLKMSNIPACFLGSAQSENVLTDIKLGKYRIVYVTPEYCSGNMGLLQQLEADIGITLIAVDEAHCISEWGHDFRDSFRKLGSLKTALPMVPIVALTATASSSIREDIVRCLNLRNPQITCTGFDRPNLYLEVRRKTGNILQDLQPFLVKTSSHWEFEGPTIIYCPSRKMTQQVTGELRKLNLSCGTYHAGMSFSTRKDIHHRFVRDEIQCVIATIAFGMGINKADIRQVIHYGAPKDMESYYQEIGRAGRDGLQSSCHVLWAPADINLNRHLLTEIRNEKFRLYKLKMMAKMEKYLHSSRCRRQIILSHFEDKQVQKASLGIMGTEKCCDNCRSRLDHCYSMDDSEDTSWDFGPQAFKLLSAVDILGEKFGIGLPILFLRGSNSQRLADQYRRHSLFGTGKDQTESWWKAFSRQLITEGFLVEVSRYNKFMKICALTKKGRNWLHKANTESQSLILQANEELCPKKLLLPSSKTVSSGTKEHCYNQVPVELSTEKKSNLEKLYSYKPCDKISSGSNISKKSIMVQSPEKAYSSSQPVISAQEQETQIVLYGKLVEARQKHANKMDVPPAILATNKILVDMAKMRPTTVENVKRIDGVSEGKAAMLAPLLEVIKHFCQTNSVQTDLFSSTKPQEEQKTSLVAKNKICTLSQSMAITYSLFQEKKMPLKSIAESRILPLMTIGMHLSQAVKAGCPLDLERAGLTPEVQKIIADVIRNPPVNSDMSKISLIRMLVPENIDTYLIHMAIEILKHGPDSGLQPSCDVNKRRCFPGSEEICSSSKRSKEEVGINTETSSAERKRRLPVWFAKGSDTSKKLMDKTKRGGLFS
#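 Primary qHTS, 1536-well format. 20 nM WRN + compound, 15 min RT; start with 100 nM forked fluorophore/quencher duplex, 2 mM ATP (final); kinetic read ex 525/em 598 nm.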
# * marks the source's active call; other numbers are inactive results; ? = inconclusive; . = no result given; [ ] = dose if it differs, or a comment. Unless noted, the call rests on the fitted dose curve; in most records, active means well fitted curve in the direction sought with a large enough effect; inconclusive means small, poorly fitted or top-dose-only effect, or another doubt; inactive means no such curve, though single readings can be large; an effect the other way counts as inactive or inconclusive.
Compound	ATXN2 expr inh	KB-V1 cytotox	SW480 rereplic	HT1080 IDH1KD tx	HT1080NT lethal	IL1B secr inh	KB-3-1 cytotox	MCF10A rerep	WRN helicase inh
CN(CC(=O)Nc1c(Cl)cccc1Cl)C(=O)c1sccc1-c1ccccc1	-4%	?	-5%	-9%	-2%	-3	15%	1%	-15%
CC(=O)Nc1ccc(S(=O)(=O)Oc2cccc(/C=N/N=C3/NC(=O)C(CC(=O)O)S3)c2)cc1 (stereo not drawn)	11%	22%	-115%[inhibitor]	6%	2%	40	18%	-2%	-20%
S=C(NCCc1cccc(Cl)c1)NC1CCCCC1	3%	?	?	?	?	-7	?	1%	-6%
CCC(C)NC(=O)Nc1ccccc1F (stereo not drawn)	4%	15%	2%	5%	3%	14	6%	-6%	-7%
N#C/C(=C\c1ccc[nH]1)C(=O)Nc1ccccc1Cl	-27%	0%	-4%	-10%	-9%	60	2%	-2%	-4%
CCC(=O)N1CCc2cc(Br)cc(S(=O)(=O)N3CCCC(C(=O)O)C3)c21 (stereo not drawn)	6%	22%	-25%	16%	3%	26	14%	1%	-11%[57.1 µM]
CC(C)(C)OC(=O)C[C@H]1C/C=C\C[C@@H](CC(=O)N[C@@H](CO)Cc2ccccc2)C(=O)NC[C@H](c2ccccc2)OC1=O	4%	0%	0%	6%	-5%	11	13%	-4%	-2%
O=[N+]([O-])c1ccc(NN=C(c2ccccc2)c2ccccc2)nc1	-2%	0%	-3%	16%	9%	10	-4%	12%	2%
O=C(CSc1nnc(CNC(=O)c2cccs2)o1)c1ccc(Cl)cc1	3%	-10%	6%	-7%	-8%	-58*	0%	-9%	-17%
CCO[C@@H]1OC(C(=O)N2CCN(C)CC2)=C[C@H](c2ccc(C(F)(F)F)cc2)[C@H]1CCCO	-7%	1%	-15%	0%	0%	12	-2%	-20%	-4%
COc1ccccc1NC(=O)Cc1ccsc1	-3%	27%	-6%	2%	-1%	34	19%	0%	2%
CC1(C)CN(C(=S)Nc2ccc(F)cc2F)C1=O	-11%	0%	-20%	3%	4%	-12	33%	1%	1%
CN1OC[C@@H]2CN[C@H](c3ccc(-c4ccccc4)cc3)C[C@@H]21	6%	-3%	.	-1%	-11%	-5	-8%	.	-2%
CNc1cncc(-c2ccc(S(C)(=O)=O)cc2)n1	10%	11%	.	0%	8%	-9	0%	.	-4%
CCC(C)N(C(=O)COC(=O)CCc1c[nH]c2ccccc12)C1CCS(=O)(=O)C1 (stereo not drawn)	0%	0%	-6%	15%	8%	1	13%	-2%	-7%
Cc1ccc(CNC(=O)c2cc(-c3ccccc3)nn2CC2CC(c3cccc([N+](=O)[O-])c3)=NO2)cc1 (stereo not drawn)	-6%	-1%	-2%	4%	3%	-12	-2%	-22%	4%
COc1ccc(C2(C)NC(=O)N(CC(=O)N3CCc4ccccc43)C2=O)cc1OC (stereo not drawn)	-7%	0%	-41%[inhibitor]	-7%	-1%[9.24 µM]	-4	-6%	7%	-3%
COC(=O)C(C)NC(=O)COc1ccc2ccccc2c1 (stereo not drawn)	-4%	20%	2%	17%	23%	5	14%	8%	-25%
Cc1cc(C(C)(C)C)cc(S(=O)(=O)Nc2ccc(O)c(C(=O)O)c2)c1C	-2%	0%	-11%	-22%	-23%	4	-24%	3%	-5%
Cc1c(C(=O)O)oc2ccc(S(=O)(=O)N3CC(C)CC(C)C3)cc12 (stereo not drawn)	-10%	-3%	-7%	8%	14%	0	2%	-6%	4%
CC(C)(C)C(=O)N1CCN(c2ccc(NC(=O)c3ccc4c(c3)OCCO4)cc2)CC1	?	?	-19%	-11%	-7%	-77*	?	?	-17%
O=S(=O)(c1ccc(Cl)nc1)N1CCCC1	13%	-1%	2%	1%	0%	-3	-6%	?	4%
CC1(C)CC(=O)C2=C(C1)NC(=O)NC2c1ccccc1Cl (stereo not drawn)	15%	0%	-11%	0%	9%	-1	5%	7%	10%
CC(=O)Nc1ccc(-c2ccnc3c2CC(C(=O)NCc2ccco2)O3)cc1 (stereo not drawn)	2%	0%	.	?	?	40	0.52µM*	.	0%
C[C@@H]1CN([C@H](C)CO)C(=O)CCCn2nncc2CO[C@H]1CN(C)Cc1ccncc1	9%	14%	.	9%	11%	41	16%	.	4%
N#Cc1ccc(NC(=O)CN2C(=O)NC3(CCCC3)C2=O)cc1	13%	0%	-9%	2%	-4%	8	-1%	0%	-5%
CCN(CC(=O)NCc1ccc(Cl)cc1)C(=O)c1ccc2cc(OC)ccc2c1	-4%	?	-7%	-20%	1%	-9	-20%	25%	6%
O=C(O)CSCC(=O)NC1CCCc2ccccc21 (stereo not drawn)	11%	-3%	7%	25%	4%	13	20%	-1%	-1%
CCOc1ccc(NC(=O)c2cccnc2SC)cc1	27%	-14%	4%	10%	24%	-13	3%	5%[9.22 µM]	-4%
CCC(C)[C@H](NC(=O)N1CCCCCC1)C(=O)OC (stereo partly drawn)	.	9%	-3%	6%	-1%	3	0%	0%	5%
O=C(COC(=O)CNC(=O)c1ccc(Br)cc1)Nc1nnc(-c2ccccc2)o1	-3%	25%	-14%	10%	6%	-2	5%	0%	-19%
CC1=NN(c2cccc(F)c2)C(=O)/C1=C/c1ccc(N(C)C)cc1	-1%	4%	-5%[9.22 µM]	-2%	2%	-2	-3%	5%	-4%
COc1cc(C(=O)OCC(=O)N2CC(C)OC(C)C2)cc(OC)c1OC (stereo not drawn)	5%	-20%	0%	15%	22%	17	4%	1%	-29%
CCN(CC)S(=O)(=O)c1ccc(C(=O)NCC(=O)NCCCc2ccccc2)cc1	-7%	19%	-2%	6%	1%	16	-1%	-8%	-1%[57.1 µM]
C/C(=N\c1nc2ccccc2n1C)c1cc(Cl)ccc1O	-2%	4%	-4%	-1%	0%	25	-1%	-3%	5%
COc1ccccc1CN(C)C(=O)c1ccc(S(=O)(=O)Nc2c(C)n(C)n(-c3ccccc3)c2=O)cc1	-10%	?	-7%	11%	-2%	-10	?	3%	4%
CCOC(=O)NCc1ccc(S(=O)(=O)Nc2ccc(C)cc2)cc1	-3%	0%	-1%[9.22 µM]	-6%	-14%	47	-12%	-2%	0%
CC1CCN(S(=O)(=O)N2CCCC(C(=O)NCc3ccc(F)cc3)C2)CC1 (stereo not drawn)	-19%	8%	16%	-3%	-7%	-24	1%	0%	?
COc1ccc(NC(=O)CSc2nnc(C)c(=O)n2N)cc1	2%	8%	0%	7%	1%	-4	3%	-2%	-22%
CCOc1ccccc1NC(=O)CSc1ccc2nnc(-c3cccnc3)n2n1	.	-29%	3%	12%	-4%	0	7%	-7%	-18%
CC(C)Oc1ccc(C(CC(=O)O)c2ccc(F)cc2)cc1 (stereo not drawn)	-4%	4%	-4%	18%	8%	19	12%	-3%	-29%
O=C(c1cccc([N+](=O)[O-])c1)N1CCN(c2ccc(N3CCOCC3)nn2)CC1	-11%	0%	-2%	23%	10%	14	16%	2%	-28%
CC(=O)Nc1ccc(S(=O)(=O)NCCC(=O)Nc2cc(C)ccn2)cc1	10%	9%	-1%	0%	0%	2	23%	7%	-3%
Cn1c(SCC(=O)NNC(=O)Nc2ccccc2)nnc1-c1ccccc1	3%	2%	-1%	1%	2%	16	?	3%	3%
Cc1ccc(S(=O)(=O)Nc2cc3c4c(c2)C(C)C(=O)N4CCC3)cc1 (stereo not drawn)	1%	?	2%	-7%	-1%	2	-29%	5%	18%
CC(C)(C)c1ccc(NC(=O)CON=C(N)c2ccccc2)cc1	-5%	9%	0.29µM*	-1%	-1%	8	8%	15%	-2%
CC(=O)c1ccc(OCCCC(=O)NC2CCCc3ccccc32)cc1 (stereo not drawn)	-3%	16µM*	-73%[inhibitor]	-10%	-2%	-1	-5%	-5%	-3%
CCN(CC)S(=O)(=O)c1cc(OC)c(Cl)cc1OC	-41%	-13%	2%	?	11%	18	4%	?	10%[57.1 µM]
Cc1onc(-c2c(F)cccc2Cl)c1C(=O)N=C(N)N1CCCC1	2%	-10%	38%	11%	20%	7	-4%	4%	-13%
O=C(CSc1nc2c(c(=O)n1-c1ccccc1)SCC2)N1CCOCC1	7%	3%	-24%	0%	7%	-6	?	0%	-3%

# Continuation.
Compound	ATXN2 expr inh	KB-V1 cytotox	SW480 rereplic	HT1080 IDH1KD tx	HT1080NT lethal	IL1B secr inh	KB-3-1 cytotox	MCF10A rerep	WRN helicase inh
CCOc1ccc(C(=O)NC2CCN(S(=O)(=O)CC)CC2)cc1	-2%	?	0%	-1%	8%	12	-3%	-2%	-3%
CN(C)S(=O)(=O)c1cccc(NC(=O)COc2ccccc2C(=O)NCc2ccccc2)c1	-5%	10µM*	4%	0%	-5%	-7	?	-4%	-8%
Cc1ccc(CNC(=O)C2CC(c3ccccc3[N+](=O)[O-])=NO2)cc1 (stereo not drawn)	21%	?	-1%	-4%	5%	6	-11%	?	-7%
COc1cccc(NC(=O)CN(C)C(=O)CCCc2c[nH]c3ccccc23)c1	-9%	-20%	9%	-16%	-3%	-30	?	0%	0%
CCN(CC)Cc1c(C(=O)N2CCc3ccccc3C2)nc2ccc(Cl)cn12	-34%	?	1%	5%	6%	48	15%	-1%	8%
CCn1c(CCNC(=O)c2cccs2)nnc1SCC(=O)Nc1nc(-c2ccccc2)cs1	2%	?	-1%	-6%	2%	-30	0%	?	3%
O=C1CC(N2CCCCC2)C(=O)N1c1ccccc1 (stereo not drawn)	3%	6%	1%	17%	8%	6	-5%	1%	4%[57.1 µM]
